Hsp70 displacement: Hsp70 inhibitors, probe displacement, primary screen, biochemical, fluorescence polarization (AID 583) | Hsp70 fluorescence polarization probe displacement, mP; higher % means a stronger effect | one-dose displacement, % at 20 µM; IC50 in µM for titrated hits | 0.06% of 140,000 active; in the data active means displacement above about 50%;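 further: plate controls were vehicle for no effect and reference ligand for full effect; a part of the inactive calls stands beside numbers as strong as those of hits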
Rat MKP-3 inhibitors: inhibition of rat DUSP6 enzyme activity – biochemical, in vitro, primary screen (AID 425). recombinant MKP-3 phosphatase activity, fluorescence; higher % means a stronger effect. inhibition, % at 20 µM, or IC50 in µM where a hit was titrated. 0.17% of 110,000 active; in the data active means inhibition above about 50%;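 further: plate controls were vehicle for no effect and reference inhibitor for full effect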
The depositor's hits bear a star; · = not tested or not shown; & = joins results of further samples.

mol,Hsp70 displacement,Rat MKP-3 inhibitors
CC(=O)NC(C1C(=O)CC(C)(C)CC1=O)(C(F)(F)F)C(F)(F)F,-0.1%,-2%
CCCn1nc(NC(=O)c2cccs2)c2cc3cc(OC)ccc3nc21,0.2%,3%
CC(C)CC(=O)N1CCN(Cc2cccnc2)CC1,-1.8%,2%
CC(=O)Nc1ccc(-c2cn3ccccc3n2)cc1,1.9%,0%
O=C(CN1C(=O)/C(=C/c2ccccc2Cl)SC1=S)Nc1ccccc1C(=O)O,5.0%,1%
O=C(c1ccc(Cl)cc1)c1ccc(OCC(O)CN2CCOCC2)cc1 (stereo not given),5.7%,-3%
COc1cccc(NC(=O)CN(c2ccc(Oc3ccccc3)cc2)S(C)(=O)=O)c1,2.6%,7%
CCn1c(CSc2nc3ccccc3s2)nnc1SCC(N)=O,4.8%,·
COc1ccc(C2CC(c3ccc(Cl)cc3Cl)Nc3nc(N)nn32)cc1 (stereo not given),1.8%,3%
COc1ccc(C(=O)/C=C/c2cccc(OC)c2)cc1,8.8%,5%
Cc1ccccc1-c1nnc(SCC(=O)NCc2ccc3c(c2)OCO3)n1C,-7.0%,·
Clc1ccc(-c2noc(CN3CCCC3)n2)cc1,1.4%,-4%
O=C1C(=C(O)c2ccccc2)C(=O)c2ccccc21,0.6%,11%
O=C(Nc1ccc(I)cc1Cl)c1ccc(Cl)cc1Cl,0.4%,2%
CC(C)C(NC(=O)c1ccco1)C(=O)NCC(c1ccco1)N1CCCCC1 (stereo not given),2.7%,-12%
O=C(N1CCOCC1)N1CCN(C(c2ccccc2)c2ccccc2)CC1,0.2%,·
Cc1ccc(C(=O)NCc2ccncc2)cc1[N+](=O)[O-],1.2%,-3%
CCCCNS(=O)(=O)c1ccc(NC(=O)c2c(-c3ccccc3Cl)noc2C)cc1,4.1%,·
COc1cc(C2SC(NC(C)=O)=NN2C(C)=O)cc(OC)c1OC (stereo not given),5.0%,3%
COc1ccc(C2=Nc3ccccc3OC2)cc1,-1.8%,·
COc1cc(NC(=O)COc2ccc(Cl)cc2)ccc1NC(=O)c1ccco1,2.4%,4%
CCOc1ccc(NC(=S)NC(NC(=O)OCc2ccccc2)C(Cl)(Cl)Cl)cc1 (stereo not given),0.2%,5%
N/C(COc1ccc(F)cc1)=N\NC(=O)c1cccnc1Oc1ccccc1,-8.3%,·
O=C(COC(=O)c1ccc(S(=O)(=O)N2CCCC2)cc1)NCc1ccc(F)cc1,-3.0%,·
CCC(C(=O)OC)S(=O)(=O)c1ccc(Cl)cc1 (stereo not given),0.7%,2%
Cc1cccc(OCC(=O)Nc2ccc(Cl)c(C(F)(F)F)c2)c1,-1.8%,3%
CCCCNCc1cc(Cl)c(OCCC)c(OCC)c1,1.4%,·
CCCCCC(NC(C)=O)C(=O)NC(=O)NCc1ccccc1 (stereo not given),-0.1%,0%
O=C(CSc1nc2ncc(Br)cc2[nH]1)Nc1ccc2c(c1)OCO2,5.7%,-2%
O=C(CCn1cccc1)Nc1ccc(F)cc1,4.6%,·
CCCCCCOC(=O)C1=C(C)NC(=O)NC1c1ccc(O)cc1 (stereo not given),·,6%
Cc1ccc(Cn2c(=O)c3c(nc4n3CCN4Cc3ccco3)n(C)c2=O)cc1,-4.9%,4%
O=C(NCc1ccco1)c1cc2n(n1)C(C(F)(F)F)CC(c1ccc(F)cc1)N2 (stereo not given),-0.8%,-7%
Cc1cc2c(cc1C)NC(CC(=O)Nc1ccc(Br)cc1)C(=O)N2 (stereo not given),-6.0%,8%
Cn1c(=O)n(C)c2cc(S(=O)(=O)NCCc3ccccc3)ccc21,0.6%,-1%
N#CC1(c2ccccc2)CCCN1C(=O)c1ccccc1Br (stereo not given),0.7%,·
CCCOc1cccc(-c2nc3cc(OC)c(OC)cc3c(=O)o2)c1,7.9%,-4%
O/N=C(\COc1ccccc1O)c1ccccc1,-2.7%,-3%
CC(C)C(=O)Nc1ccc(Cl)cc1C(=O)O,-1.6%,0%
O=C(Cn1cc2c(n1)CCCCC2)NCc1cccs1,1.3%,-10%
C(=N\n1cnnc1)/c1ccc(OCCOc2ccc(C3CCCCC3)cc2)cc1,3.0%,5%
Cc1ccc(-n2nc3cc(C)c(NC(=O)Cc4ccccc4)cc3n2)cc1,2.4%,4%
Clc1ccc(CSc2nnc(NC3=NCCCCC3)s2)cc1,1.4%,·
O=c1c2ccccc2nc(SCc2cc(F)cc3c2OCOC3)n1Cc1ccco1,4.0%,-2%
COc1ccc(C2CC3CC(c4ccccc4)N2O3)cc1 (stereo not given),1.8%&1.6%,-6%&0%
O=[N+]([O-])c1cnc(Nc2ccc3ccccc3c2)nc1,-8.2%,2%
CCOC(=O)c1sc(C)c(C(=O)NCCCN2CCOCC2)c1N,0.0%,-14%
COc1cccc(-c2noc(CCC(=O)NC3CCCCC3)n2)c1,-2.2%,-4%
COC(=O)CCn1nnc(-c2ccc(C(C)C)cc2)n1,-0.3%,-3%
Oc1ccc(Br)cc1C1N(c2ccccc2)CCN1c1ccccc1,4.7%,2%

The results go on.
mol,Hsp70 displacement,Rat MKP-3 inhibitors
Clc1ccc(SCCn2cncn2)cc1,-2.4%,-2%
O=C1CN(C(=O)c2ccccn2)c2ccccc2N1,-1.4%,-2%
Cn1cccc1Cc1nnc(SCC(=O)Nc2ccc(F)cc2)n1CCc1ccccc1,45%,-3%
CC(=O)c1cc(Cn2cnc([N+](=O)[O-])n2)cs1,5.0%,4%
COC(=O)c1ccc(OCC(=O)c2ccccc2)cc1,-2.4%,·
CCOC(=O)CSc1nc(-c2ccncc2)ccc1C#N,15%,11%
CCCCOC(=O)Cn1c(=O)n(CC(=O)OCCCC)c2ccccc21,-1.8%,·
Cc1cc(C)c(C(=O)c2ccc(C(=O)O)cc2)c(C)c1,2.0%,0%
COc1ccc(CCNC(=O)CN(c2ccc(OC)c(OC)c2)S(C)(=O)=O)cc1OC,-0.5%,-11%
CC(C)Cn1c(CN2CCCCC2C)nc2c1c(=O)n(C)c(=O)n2C (stereo not given),-4.8%,0%
Cc1ccc(Cc2c(C)nc3c(C(=O)O)cnn3c2C)cc1,-3.9%,-6%
COc1ccccc1NC(=O)c1cnn(-c2ccccc2)c1NC(C)=O,-1.8%,2%
COc1ccc(CNC(=O)CSCC(=O)Nc2ccc3ccccc3c2)cc1,1.6%,0%
COc1ccc2ccccc2c1/C=C(\C#N)C(=O)NCC1CCCO1 (stereo not given),-2.0%,2%
COc1cccc(NC2=NCC(=O)N2Cc2cccs2)c1,-2.2%,3%
C=CCn1c(-c2cccc(OC)c2)nc2nc3ccccc3nc21,-4.0%,·
COc1ccc(N(C(C)C(=O)NCc2ccco2)S(C)(=O)=O)cc1 (stereo not given),1.1%,-3%
CCn1c(SCC(=O)NC2CCCCC2)nc2c(c1=O)SC(C)C2 (stereo not given),-0.3%,-8%
COc1ccc(OC)c(S(=O)(=O)N(C)CC(=O)N2CCc3ccccc3C2)c1,2.4%,5%
COc1ccc(-n2nc3cc(C)c(NC(=O)c4cc5ccccc5o4)cc3n2)cc1,4.9%,2%
Cc1ccc(CNC(=O)CSc2nc(C)cc(C)c2C#N)cc1,6.2%,-4%
COC(=O)c1ccc(C(=O)OC)c(NC(=O)CSc2nnc(-c3ccccc3Cl)o2)c1,1.6%,4%
O=C(OCCCN1CCCC1)C1(c2ccccc2)CCCC1,-6.9%,-1%
COC(=O)C1=CN(Cc2cccs2)C=C(C(=O)OC)C1c1ccc(C)s1,1.5%,-1%
CC1CCCN(S(=O)(=O)c2cc(Cl)ccc2Cl)C1 (stereo not given),-0.1%,-4%
Cc1ccc(S(=O)(=O)N2CCN(C(=O)c3cccs3)CC2)cc1,-2.0%,3%
CCOc1ccc(NC(=O)CN2CCN(CC(=O)Nc3ccc(F)c(F)c3)CC2)cc1,0.3%,-2%
Cc1ccc(C(=O)O/N=C(\N)Cc2ccc(Cl)cc2Cl)cc1[N+](=O)[O-],2.3%,1%
CN1C(=O)/C(=C/c2ccc(OC(=O)c3ccc(F)cc3)cc2)SC1=S,-1.0%,2%
Cc1cc2nc(-c3ccc(NC(=O)C(C)C)cc3)oc2cc1C,8.1%,-4%
Cc1cc(C)cc(NC(=O)C2C3C=CC(O3)C2C(=O)O)c1 (stereo not given),2.1%,0%
Cc1cc(Oc2ccc(-c3ccccc3)cc2)n2ncnc2n1,-2.9%,5%
COc1ccc(C(=O)Nc2nc(-c3ccc(Br)s3)cs2)c(OC)c1,-8.2%,4%
COc1ccc(/C=C/c2cc(C(F)(F)F)[nH]c(=O)n2)cc1,-5.6%,5%
O=C(Nc1ccc2oc(-c3cccnc3)nc2c1)c1ccc(OCc2ccccc2)cc1,-3.1%,2%
CCOC(=O)C1CCN(C(=O)C2CCCCC2)CC1,-1.9%,2%
Cc1ccc(-n2[nH]c(C)c(C=NCc3ccncc3)c2=O)cc1,0.5%,3%
Cc1cc(OCC(=O)ONC(=O)c2ccc(Cl)cc2)ccc1Br,-1.3%,2%
COC(=O)c1sc(NC(=O)c2c(-c3c(Cl)cccc3Cl)noc2C)c(C#N)c1C,-1.8%,4%
O=C(CSc1nnc(Cc2cc(=O)[nH]c(=O)[nH]2)n1-c1ccc(F)cc1)N1CCCCC1,1.7%,-8%
O=C1CS/C(=N\N=C\c2cn(Cc3ccc(Cl)cc3Cl)c3ccccc23)N1,-2.3%,8%
CC(C)c1nnc(NC(=O)Nc2ccc(Cl)c(Cl)c2)s1,30%,-4%
CC(C)Oc1ccccc1-c1nc(SCC(=O)O)n[nH]1,-1.9%,3%
CC1CC(C)CN(CCCNC(=O)CNC(=O)Cn2ccc3ccccc3c2=O)C1 (stereo not given),2.2%,3%
Cc1cccc2cc(C#N)c(SCC(=O)N3CCC(C)CC3)nc12,-1.8%,-11%
O=C(CSc1ccc(Cl)cc1)NCCc1ccc(F)cc1,-1.3%,7%
CCOc1cc(C=C2C(=O)NC(=O)NC2=O)ccc1OS(=O)(=O)c1ccc(C)cc1,-1.6%,5%
COc1ccc(C2CC(C(F)(F)F)n3nc(C(=O)Nc4cc(C)ccc4O)cc3N2)cc1 (stereo not given),4.4%,-1%
O=C(CSc1cccc2cccnc12)Nc1ccccc1,-2.3%,2%
C1=CN2CCC1C(c1ccccc1)C2 (stereo not given),0.0%,0%

In the list so far, four contain a nitro group on carbon.
mol,Hsp70 displacement,Rat MKP-3 inhibitors
Cc1ccc(C(=O)NCc2ccncc2)cc1[N+](=O)[O-],1.2%,-3%
O=[N+]([O-])c1cnc(Nc2ccc3ccccc3c2)nc1,-8.2%,2%
CC(=O)c1cc(Cn2cnc([N+](=O)[O-])n2)cs1,5.0%,4%
Cc1ccc(C(=O)O/N=C(\N)Cc2ccc(Cl)cc2Cl)cc1[N+](=O)[O-],2.3%,1%

Among those listed so far, five contain an NH in an aromatic ring:
mol,Hsp70 displacement,Rat MKP-3 inhibitors
O=C(CSc1nc2ncc(Br)cc2[nH]1)Nc1ccc2c(c1)OCO2,5.7%,-2%
COc1ccc(/C=C/c2cc(C(F)(F)F)[nH]c(=O)n2)cc1,-5.6%,5%
Cc1ccc(-n2[nH]c(C)c(C=NCc3ccncc3)c2=O)cc1,0.5%,3%
O=C(CSc1nnc(Cc2cc(=O)[nH]c(=O)[nH]2)n1-c1ccc(F)cc1)N1CCCCC1,1.7%,-8%
CC(C)Oc1ccccc1-c1nc(SCC(=O)O)n[nH]1,-1.9%,3%

Following part.
mol,Hsp70 displacement,Rat MKP-3 inhibitors
COC(=O)c1nc(-n2nc(C)cc2C)ccc1Cl,1.6%,·
CCOC(=O)c1ccc(Nc2c(CC)c(C)nc3ncnn23)cc1,1.7%,-13%
CCOC(=O)C(C)Sc1nc2ccccc2c(=O)n1CC1CCCCC1 (stereo not given),0.6%,·
CC1(C)CC(=O)c2cc(C(=O)N3CCN(CCO)CC3)c(=O)n(-c3ccc(Cl)cc3)c2C1,·,-15%
O=C(Nc1cccc(O)c1)C1CCCN1C(=O)OCc1ccccc1 (stereo not given),-2.9%,·
CCC(=O)N1CCN=C1SCc1ccccc1,0.6%,-8%
COc1cc(OC)c(OC)cc1CN1CCN(C(=O)c2ccc([N+](=O)[O-])cc2)CC1,-3.4%,2%
CCn1c(=O)cc(SCC(=O)N2CCN(c3ccccn3)CC2)c2ccccc21,-3.9%,-3%
O=C(NCC1CCCO1)c1cccc(N2C(=O)C3C4C=CC(C4)C3C2=O)c1 (stereo not given),4.6%,1%
N#C/C(C(=O)Oc1ccccc1)=C1/Nc2ccccc2-c2ccccc21,-3.9%,·
CCN1C(=O)Cc2cc(S(=O)(=O)N3CCOCC3)ccc21,1.1%,-6%
O=c1cc(-c2ccc([N+](=O)[O-])cc2)nc2cc(-c3cccs3)[nH]n12,2.4%,5%
COc1ccc(N2CCN(c3nc4ccccc4n3CC(=O)c3ccccc3)CC2)cc1,-2.6%,-5%
CCN(c1cccc(C)c1)S(=O)(=O)c1c(C)[nH]c(=O)[nH]c1=O,-7.8%,·
CC1(Cc2ccc3c(c2)OCO3)NC(=O)NC1=O (stereo not given),3.0%,2%
O=C(CCC(=O)NC1CC1)Nc1nnc(C2CCCCC2)s1,4.0%,-4%
N#C/C(=C\c1ccc(-c2cccc(C(F)(F)F)c2)o1)C(N)=O,-1.8%,0%
Cc1noc(C)c1COc1ccc(C(=O)OCC(=O)Nc2ccc3ccccc3c2)cc1,-1.4%,·

The list is partial (hit frequency here may not be typical).
